# From PubChem BioAssay
# All columns: NCI-60 one-dose screen, growth in % after 48 h at 10 µM unless noted; 100 = growth as untreated, 0 = no growth, -100 = all killed.
# NCI-H226: NCI-H226 lung cancer | 3.5% of 79,000 active | AID 1794732
# HCT-116: HCT-116 colon cancer; 7.3% of 82,000 active
# COLO 205: COLO 205 colon cancer; 7.3% of 79,000 active
# NCI-H23: NCI-H23 lung cancer; 4% of 80,000 active
# NCI/ADR-RES: NCI/ADR-RES ovarian cells | 4.4% of 81,000 active | AID 1794790
# NCI-H460: NCI-H460 lung cancer | 6.8% of 82,000 active | AID 1794736
# NCI-H522: NCI-H522 lung cancer. 8% of 78,000 active. AID 1794739
# NCI-H322M: NCI-H322M lung cancer. 2.7% of 80,000 active. AID 1794733
# HCT-15: HCT-15 colon cancer; 5.2% of 82,000 active; AID 1794746
# * = called active by the depositor; / = not tested or not shown; & = joins results of further samples. The calls were made as follows: active = growth percent below 10; inactive = the rest.
# Order of values – NCI-H226	COLO 205	HCT-15	NCI-H460	NCI-H522	NCI/ADR-RES	NCI-H322M	HCT-116	NCI-H23
Nc1nc(N)c(C=Nc2ccc(Br)cc2)c(Nc2ccc(Br)cc2)n1
 : /	116.8	88.5	95.9	86.4	77.6	72.9	78.5	97.9
COc1cc(/C=C2\COc3ccc(-c4ccccc4)cc3C2=O)cc(OC)c1
 : 87.4	107.5	61.3	66.7	39.2	61.0	85.9	62.1	70.1
CCCCc1c(CCC)c(=N)c2ccccc2n1C
 : /	70.5	44.5	67.7	100.2	85.4	85.3	64.1	99.2
FC(F)(F)c1nc2nccnc2[nH]1
 : 105.3	108.4	107.2	116.9	82.6	113.1	103.2	121.9	107.4
CC1=C2[C@@H](CC1)[C@]1(C)O[C@@](C(C)C)(C[C@H]1O)[C@H]2OC(=O)CCCc1ccccc1
 : 60.4	82.9	58.3	63.6	40.2	49.7	101.2	61.2	82.0
CCOC(=O)c1ccccc1SC(C[N+](=O)[O-])c1ccccc1 (stereo unspecified)
 : 86.2	102.0	59.6	106.7	88.8	111.9	116.3	4.0*	99.1
CCCCCCSC(=S)NC1c2ccccc2Oc2ccccc21
 : 96.1	106.8	92.9	108.4	50.9	96.7	110.5	95.0	104.1
NS(=O)(=O)c1ccc(CCN2C(=O)c3ccc(C(=O)O)cc3C2=O)cc1
 : 101.6	111.4	96.2	108.0	100.0	101.4	92.7	109.0	90.2
O=C(NO)[C@H]1O[C@@H](n2cnc3c(=O)[nH]cnc32)[C@H](O)[C@@H]1O
 : 122.6	/	102.3	106.4	104.9	118.0	109.5	107.3	114.2
COC(=O)C1CC(c2ccccc2)N(c2ccccc2)O1 (stereo unspecified)
 : 95.5	111.5	99.8	103.1	99.9	110.5	104.1	102.1	102.0
Cc1nc(/N=C(\N)NC(=O)Nc2cccc(Cl)c2)sc1C
 : 90.2	67.3	32.0	66.0	38.9	42.3	92.0	66.4	73.2
COc1nc(OC)nc(-c2cnc3cc(OC)c(OC)cc3c2)n1
 : 99.9	109.2	110.5	101.2	104.1	108.7	98.0	100.0	101.1
COc1ccc(Nc2nc(/N=C/c3cc(OC)c(OC)c(OC)c3)n[nH]2)cc1
 : 98.3	119.5	99.8	101.8	93.6	95.0	104.1	105.8	94.7
CC(=O)NS(=O)(=O)c1ccc(NC(=O)c2ccccc2C(=O)O)cc1
 : 101.8&97.7&102.8	120.7&93.0	118.5&102.1&78.9	111.8&104.2&102.6	87.8&34.2	117.1&106.6&103.0	113.8&99.6&113.2	103.3&99.9&99.5	105.1&100.6&93.1
NC(=O)c1ccc(=O)n(C2OC(CO)C(O)C2O)c1 (stereo unspecified)
 : 92.8	114.1	101.4	109.4	/	107.2	107.5	101.8	102.9
O=C(Nc1ccc(-n2cc(-c3ccncc3)c(-c3ccc(Cl)c(O)c3)n2)cc1)c1cc(Cl)cc(Cl)c1
 : 111.4	72.9	11.1	14.1	/	54.1	60.4	16.1	60.3
N#CCC(=O)c1ccc(N)cc1
 : 93.0	118.8	108.7	112.3	111.6	103.2	106.6	103.9	95.9
Cc1nccc2c3ccc(OCc4cn(-c5ccc(Cl)cc5)nn4)cc3n(CCCc3ccccc3)c12
 : -10.9*	-3.4*	45.7	14.4	46.6	-44.1*	50.0	31.7	70.5
CCOC(=O)C1CCc2c(ccc3ccccc23)N1CCC#N (stereo unspecified)
 : 98.7	118.8	91.9	108.6	93.3	82.0	85.7	96.4	89.7
c1ccc(-n2ncc3cccnc32)cc1
 : 89.2	124.7	109.3	114.1	91.3	92.2	88.7	107.6	96.1
CN1c2ccccc2C(=O)N(NC(=O)Nc2ccc(F)cc2)C1c1ccc(F)cc1 (stereo unspecified)
 : 79.0	96.5	82.5	96.8	92.3	76.8	98.9	77.1	90.4
COCCNC(=O)Nc1ccc2nc(-c3cccs3)c(-c3cccs3)nc2c1
 : 92.8	107.0	90.9	88.7	76.6	90.1	98.6	92.7	90.0
NC(=S)N1N=C(c2cc3ccccc3oc2=O)CC1c1cn(-c2ccccc2)nc1-c1ccccc1 (stereo unspecified)
 : 113.0	103.4	93.7	91.9	104.4	96.9	94.2	86.4	100.7
O=c1c2ccccc2nc(SCCN2CCCCC2)n1CCc1ccccn1
 : 90.4	104.6	103.7	103.4	92.0	87.0	108.3	102.2	82.8
O=C(N/N=C/c1ccc2c(c1)OCO2)c1ccc([N+](=O)[O-])cc1
 : 96.5	107.9	95.6	104.1	/	106.3	112.5	106.1	99.7
C=CCn1c(SCC(=O)Nc2ccc(/C(C)=N/O)cc2)nnc1-c1cc(-c2ccc(S(C)(=O)=O)cc2)nc2ccccc12
 : 80.5	93.1	67.9	88.3	78.7	90.7	87.0	78.6	24.0
Cc1ccc(C2=Nc3nc4ccccn4c3C(=O)[C@@H]3CCCN23)cc1
 : 86.5	94.4	95.3	102.1	101.5	94.9	103.7	94.1	92.0
Cc1ccc(-c2nc(C#N)c(S(=O)(=O)n3nc(C)cc3N)o2)cc1
 : 94.1	-32.3*	49.2	99.7	-15.8*	98.5	91.0	65.5	90.7
Cc1nc2ccccc2n1CC1NC(=O)NC1=O (stereo unspecified)
 : 98.4	108.5	104.3	106.9	94.9	106.7	97.7	106.5	102.3
O=C1OC(=O)C2CCCCC12 (stereo unspecified)
 : 103.8	115.6	/	108.1	89.7	103.2	108.9	104.1	101.0

# Random excerpt: two compounds from above.
# Order of values – NCI-H226	COLO 205	HCT-15	NCI-H460	NCI-H522	NCI/ADR-RES	NCI-H322M	HCT-116	NCI-H23
Cc1nccc2c3ccc(OCc4cn(-c5ccc(Cl)cc5)nn4)cc3n(CCCc3ccccc3)c12
 : -10.9*	-3.4*	45.7	14.4	46.6	-44.1*	50.0	31.7	70.5
Cc1nc2ccccc2n1CC1NC(=O)NC1=O (stereo unspecified)
 : 98.4	108.5	104.3	106.9	94.9	106.7	97.7	106.5	102.3

# (more compounds)
# Order of values – NCI-H226	COLO 205	HCT-15	NCI-H460	NCI-H522	NCI/ADR-RES	NCI-H322M	HCT-116	NCI-H23
CC1CCC(n2cnc3c(Cl)ncnc32)O1 (stereo unspecified)
 : 95.9	104.0	102.5	100.9	82.9	101.2	86.3	89.3	89.5
Cc1nc(-c2cc3ccccc3oc2=O)ccc1C(=O)/C=C/c1ccc(N(C)C)cc1
 : 99.5	113.8	81.4	106.5	85.0	63.7	105.3	99.8	/
CNCCNC
 : /	105.6	102.2	100.7	102.5	110.9	101.5	93.8	98.6
Clc1ccc(Nc2cccc(-c3cn[nH]c3)c2)c(Cl)c1
 : 73.5	87.9	84.3	89.5	74.3	91.0	86.2	81.8	89.5
CCOC(=O)c1sc2ncnc(Nc3ccc4c(cnn4C(=O)Nc4ccc(C)c(Cl)c4)c3)c2c1C
 : 87.6	109.6	95.3	113.9	68.8	104.8	/	88.9	91.4
NC1(C(=O)N[C@@H](CCO)c2ccc(Cl)cc2)CCN(c2ncnc3[nH]ccc23)CC1
 : 17.3	32.1	58.1	24.6	44.2	90.7	55.0	45.7	53.0
CCOC(=O)c1ccc2c(c1)nc(NS(=O)(=O)c1ccc(Br)cc1)n2-c1cc(OC)c(OC)c(OC)c1
 : 71.6	102.8	91.7	96.8	82.7	86.5	94.5	83.3	89.7
O=C1N[C@H]2CCCC[C@@H]2C(=O)N1OS(=O)(=O)c1ccccc1
 : 105.2	110.2	97.6	110.2	100.8	108.9	124.4	107.8	104.5
N#CCc1ccc(Sc2ccccc2)cc1
 : 105.9	111.3	98.0	108.1	92.7	100.3	91.3	94.4	101.5
Cc1ccc(O)c([N+](=O)[O-])c1
 : 107.2	108.5	97.8	112.4	/	104.5	110.3	104.1	104.8
N#Cc1cc(CC(=O)Nc2cc(C3(C(F)(F)F)CC3)nn2CC2CCCCC2)ccc1F
 : 93.3	111.3	92.4	103.8	95.0	95.3	94.6	97.7	94.4
CNC(=O)c1cc(Oc2ccc3nc(Nc4ccc(F)c(Cl)c4)ccc3c2)ccn1
 : 83.5	60.8	48.1	61.7	57.6	53.8	82.3	56.7	70.2
CCNC(=O)OCCOC1CCC2(C)C(CCC3C2CCC2(C)C(C(C)CCCC(C)C)CCC32)C1 (stereo unspecified)
 : 92.0	111.4	99.5	100.3	99.5	105.9	95.0	97.7	98.9
COc1cc(NCCC2CCCCN2)c2ncccc2c1OC (stereo unspecified)
 : 117.5	78.1	86.1	80.3	-7.9*	81.7	115.6	46.9	49.1
COc1ccc(NC(=O)COc2ccccc2)c(C(N)=O)c1
 : 71.6	-12.1*	28.8	11.2	6.3*	5.8*	59.3	25.9	/
CC(=O)OC1=C2C(CC3C4CC=C5CC(OC(C)=O)CCC5(C)C4CCC23C)C2C(=O)N(Cc3ccccc3)C(=O)C2C1 (stereo unspecified)
 : 76.6	83.9	36.1	51.9	57.0	71.4	88.5	60.7	95.5
O=C(O)c1cccc(C(F)(F)F)c1
 : 100.4	113.4	97.4	102.9	90.5	96.5	102.3	103.8	92.9
CCN(CC)CCNc1ccnc2cc3ccccc3cc12
 : /	101.2	73.2	100.0	62.5	69.6	90.7	77.3	83.4
CC(=O)Nc1cccc(Nc2nc(NCc3ccccc3)c3ccccc3n2)c1
 : -84.3*	-93.9*	-87.1*	-79.5*	-83.8*	-65.0*	-97.2*	-74.7*	-86.3*
COc1cc(/C=C/C(=O)c2ccc(NC(=O)CSc3nc4[nH]c(=O)n(C)c(=O)c4[nH]3)cc2)cc(OC)c1OC
 : 94.4	112.3	97.9	97.8	80.3	100.4	90.2	90.8	95.1
CC1(C)CC[C@]2(C(=O)N3CCNCC3)CC[C@]3(C)C(=CC[C@@H]4[C@@]5(C)Cc6c([nH]c7ccccc67)C(C)(C)[C@@H]5CC[C@]43C)[C@@H]2C1
 : 101.5	90.7	83.2	77.6	99.1	82.1	92.1	75.9	98.9
C[N+](C)(C)CCOC(=O)c1cccc(OCc2ccccc2)c1
 : 100.7	123.5	100.4	100.7	98.5	101.5	93.5	104.9	95.6
CCOC(=O)[C@@H](Cc1ccccc1)NC(=O)c1[nH]c2ccc(Cl)cc2c(=O)c1C
 : 107.0	111.1	40.7	103.4	71.8	106.2	97.7	65.2	99.7
CCOC(=O)CC1CSC(c2ccc(Br)cc2)=N1 (stereo unspecified)
 : 104.5	110.9	101.4	109.0	95.3	105.0	104.1	103.1	99.1
O=[N+]([O-])c1cc(Br)c2cccnc2c1O
 : 92.5	111.3	93.9	93.1	92.7	101.8	82.9	92.1	92.8
Cc1cc(Br)cc(NC(=O)Cn2c(-c3cncs3)nc3ccccc32)c1
 : 86.1	118.3	88.1	91.8	89.0	98.3	95.4	92.7	109.9

# A stretch taken from the entries so far, as a working copy:
# Order of values – NCI-H226	COLO 205	HCT-15	NCI-H460	NCI-H522	NCI/ADR-RES	NCI-H322M	HCT-116	NCI-H23
Nc1nc(N)c(C=Nc2ccc(Br)cc2)c(Nc2ccc(Br)cc2)n1
 : /	116.8	88.5	95.9	86.4	77.6	72.9	78.5	97.9
COc1cc(/C=C2\COc3ccc(-c4ccccc4)cc3C2=O)cc(OC)c1
 : 87.4	107.5	61.3	66.7	39.2	61.0	85.9	62.1	70.1
CCCCc1c(CCC)c(=N)c2ccccc2n1C
 : /	70.5	44.5	67.7	100.2	85.4	85.3	64.1	99.2
FC(F)(F)c1nc2nccnc2[nH]1
 : 105.3	108.4	107.2	116.9	82.6	113.1	103.2	121.9	107.4
CC1=C2[C@@H](CC1)[C@]1(C)O[C@@](C(C)C)(C[C@H]1O)[C@H]2OC(=O)CCCc1ccccc1
 : 60.4	82.9	58.3	63.6	40.2	49.7	101.2	61.2	82.0
CCOC(=O)c1ccccc1SC(C[N+](=O)[O-])c1ccccc1 (stereo unspecified)
 : 86.2	102.0	59.6	106.7	88.8	111.9	116.3	4.0*	99.1
CCCCCCSC(=S)NC1c2ccccc2Oc2ccccc21
 : 96.1	106.8	92.9	108.4	50.9	96.7	110.5	95.0	104.1
NS(=O)(=O)c1ccc(CCN2C(=O)c3ccc(C(=O)O)cc3C2=O)cc1
 : 101.6	111.4	96.2	108.0	100.0	101.4	92.7	109.0	90.2
O=C(NO)[C@H]1O[C@@H](n2cnc3c(=O)[nH]cnc32)[C@H](O)[C@@H]1O
 : 122.6	/	102.3	106.4	104.9	118.0	109.5	107.3	114.2
COC(=O)C1CC(c2ccccc2)N(c2ccccc2)O1 (stereo unspecified)
 : 95.5	111.5	99.8	103.1	99.9	110.5	104.1	102.1	102.0
Cc1nc(/N=C(\N)NC(=O)Nc2cccc(Cl)c2)sc1C
 : 90.2	67.3	32.0	66.0	38.9	42.3	92.0	66.4	73.2
COc1nc(OC)nc(-c2cnc3cc(OC)c(OC)cc3c2)n1
 : 99.9	109.2	110.5	101.2	104.1	108.7	98.0	100.0	101.1
COc1ccc(Nc2nc(/N=C/c3cc(OC)c(OC)c(OC)c3)n[nH]2)cc1
 : 98.3	119.5	99.8	101.8	93.6	95.0	104.1	105.8	94.7
CC(=O)NS(=O)(=O)c1ccc(NC(=O)c2ccccc2C(=O)O)cc1
 : 101.8&97.7&102.8	120.7&93.0	118.5&102.1&78.9	111.8&104.2&102.6	87.8&34.2	117.1&106.6&103.0	113.8&99.6&113.2	103.3&99.9&99.5	105.1&100.6&93.1
NC(=O)c1ccc(=O)n(C2OC(CO)C(O)C2O)c1 (stereo unspecified)
 : 92.8	114.1	101.4	109.4	/	107.2	107.5	101.8	102.9
